FUS suppressor – rescues growth of FUS-expressing yeast | 0.24% of 390,000 active | Potency, µM (series often up to 76.6 µM), for the others: top-dose growth rescue (activation), most hits filed as activators | AID 1347120 | S. cerevisiae FUS-expressing, growth rescue, OD600, 24 h;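 note: potency is the fitted concentration of half-maximal effect; plate controls were DMSO vehicle for no effect and reference control for full effect; nearly all actives have a fitted effect of over 55% in size; some results filed as inactive show a strong effect at the top dose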
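Quantitative HTS measuring growth restoration of FUS-toxic yeast. Galactose-induced cells (OD 0.005) were exposed 24hr at 30C to compounds at several concentrations, then absorbance at 600 nm was recorded.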
EPAC1 antag – EPAC1 (human) antagonism; EPAC1 GEF assay, Rap1b-BODIPY-GDP exchange fluorescence; Potency, µM (series often up to 115 µM), inactives show at the top dose activity change, negative = inhibition, usual class: inhibitors; 0.14% of 360,000 active; AID 720709;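 note: potency is the fitted concentration of half-maximal effect; plate controls were vehicle for no effect and positive control for full effect; nearly all actives have a fitted effect of over 50% in size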
Target sequence (O95398 whole entry, looked up): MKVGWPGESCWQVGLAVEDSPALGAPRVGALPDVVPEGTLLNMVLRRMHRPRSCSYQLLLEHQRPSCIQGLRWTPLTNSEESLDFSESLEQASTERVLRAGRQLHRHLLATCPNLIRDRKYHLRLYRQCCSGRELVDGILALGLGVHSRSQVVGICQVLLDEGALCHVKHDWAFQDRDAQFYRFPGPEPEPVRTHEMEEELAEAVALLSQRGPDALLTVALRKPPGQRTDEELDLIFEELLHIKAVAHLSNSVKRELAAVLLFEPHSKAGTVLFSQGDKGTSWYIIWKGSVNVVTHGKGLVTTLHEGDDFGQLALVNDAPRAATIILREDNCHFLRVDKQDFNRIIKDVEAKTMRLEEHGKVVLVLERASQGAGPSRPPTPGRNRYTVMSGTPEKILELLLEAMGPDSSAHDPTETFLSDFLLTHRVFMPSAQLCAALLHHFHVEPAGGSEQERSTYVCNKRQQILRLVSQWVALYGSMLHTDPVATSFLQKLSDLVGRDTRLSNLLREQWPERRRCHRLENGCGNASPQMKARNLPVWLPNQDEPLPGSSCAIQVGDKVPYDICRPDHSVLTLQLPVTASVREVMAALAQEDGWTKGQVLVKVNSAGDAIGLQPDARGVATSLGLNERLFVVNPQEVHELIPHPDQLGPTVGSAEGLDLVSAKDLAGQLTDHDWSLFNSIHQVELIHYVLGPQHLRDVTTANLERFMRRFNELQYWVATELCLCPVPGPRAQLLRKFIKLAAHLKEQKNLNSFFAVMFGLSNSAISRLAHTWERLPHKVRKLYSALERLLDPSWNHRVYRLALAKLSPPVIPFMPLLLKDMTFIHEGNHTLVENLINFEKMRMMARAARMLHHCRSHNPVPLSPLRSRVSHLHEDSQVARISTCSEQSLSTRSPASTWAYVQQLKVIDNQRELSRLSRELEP
PI5P4K alpha inh – PI5P4K alpha (human) kinase inhibition; P48426; PI5P4Kalpha enzyme, ADP-Glo luminescence, 60 min; stronger effect = lower value; max response, %; 1.2% of 330,000 active; AID 652105; active = max response of -50% or lower; inconclusive = between -30% and -50%; inactive = -30% or higher; note: value at the top dose of about 77 µM; % is set by controls: 0 for no effect and ±100 for the full control effect
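qHTS, 1536-well: enzyme/substrate mix, compound by pin tool, 5 microM ATP final; RT 60 min; ADP-Glo reagents 1 (45 min) then 2 (30 min); luminescence.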
WRN helicase inh – inhibitors of human WRN helicase | Potency, µM (highest dose often 114 µM), without a hit: at the highest dose activity change, negative = inhibition, actives largely listed as inhibitors | 0.46% of 360,000 active | WRN helicase unwinding, fluorescent forked duplex, kinetic | AID 651768; note: potency is the fitted concentration of half-maximal effect; % is set by controls: 0 for no effect and ±100 for the full control effect; nearly all actives have a fitted effect of over 55% in size
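WRN at 20 nM final was preincubated with compound for 15 min at room temperature; reaction started with 100 nM forked duplex oligonucleotide carrying fluorophore and quencher plus 2 mM ATP (final). Unwinding followed kinetically by red fluorescence (ex 525/em 598 nm).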
IL-2 act – activators of IL-2 | IL-2 activation reporter assay, cell-based qHTS; stimulated with anti-CD3/CD4/CD28 beads; in transgenic mouse T cells | activation, % (series mostly up to about 46 µM) | 0.065% of 360,000 active | AID 652025; in the data active = activation above about 50%; inconclusive = mostly about 30% to 49%; note: 0% is about no effect
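Unstimulated transgenic mouse T cells, 750 per well, received compound and, after 60 minutes, anti-CD3/anti-CD4 bead plus anti-CD28 stimulation. EGFP and DsRed were quantified after 18 hours.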
PLK1 PBD block – inhibitors of human PLK1 polo-box domain binding; 2.8% of 360,000 active; Potency, µM, for the others: max response, negative = inhibition, actives largely listed as inhibitors; P53350; Plk1 PBD binding of FITC phosphopeptide, fluorescence polarization; AID 720504; note: potency is the fitted concentration of half-maximal effect; series mostly up to about 57 µM; % is set by controls: 0 for no effect and ±100 for the full control effect; nearly all actives have a fitted effect of over 65% in size
Abeta rescue – restores growth of yeast expressing A-beta42 peptide. yeast expressing A-beta42, growth rescue, OD600, 48 h; response scale: 0% DMSO, 100% iron-clioquinol control. Potency, µM (series often up to 46.1 µM), for the others: at the highest dose growth rescue, actives largely listed as activators. 0.063% of 410,000 active. AID 1347071; note: potency is the fitted concentration of half-maximal effect; nearly all actives have a fitted effect of over 55% in size
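Growth rescue measured by 600 nm absorbance after 48 h yeast culture at 30 C with compound. Values normalized between DMSO and an equimolar ferric chloride plus clioquinol control.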
EPAC1 ag – agonists of human EPAC1. 0.073% of 360,000 active. O95398. Potency, µM (doses to about 154 µM), for inactives: top-dose activation, hits mostly activators. EPAC1 agonist qHTS, biochemical assay; response scale: 100% = response to 6.5 mM cAMP; note: potency is the fitted concentration of half-maximal effect; nearly all actives have a fitted effect of over 60% in size
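Nucleotide exchange assay: 100 nM EPAC1 with 250 nM Rap1B loaded with BODIPY-GDP and 50 uM GDP, room temperature. Fluorescence (480/540 nm) read every 5 min for 30 min; signal change normalized to 6.5 mM cAMP as full agonist.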
* hit, by the source's call; ? = inconclusive; . = no result given; [ ] = remark or other dose. Unless noted, calls come from the whole dose curve; as a rule, active = well fitted curve in the direction sought with a large enough effect; inconclusive = small, poorly fitted or top-dose-only effect, or another doubt; inactive = no such curve, though single readings can be large; an effect the other way counts as inactive or inconclusive. Outcome played no part in choosing rows; 4.1% or so of the library scored in one or more.

SMILES | FUS suppressor | EPAC1 antag | PI5P4K alpha inh | WRN helicase inh | IL-2 act | PLK1 PBD block | Abeta rescue | EPAC1 ag
N#Cc1ccccc1S(=O)(=O)N1CCN(CC(=O)Nc2ccnn2C2CCCC2)CC1 | 10% | -4% | 1 | 0% | -1.0 | -3% | -14% | -33%[inhibitor]
CCC1CCCCN1C(=O)c1ccc2c(c1)C(=O)N(c1ccc(C)cc1)C2=O (stereo unspecified) | 16% | 0% | -5 | 3% | 1.8 | -13% | 29% | -3%
O=C(CN1CCCC1)Nc1cc(C(F)(F)F)ccc1Cl | 3% | 5% | 2 | 1% | -0.2 | -21% | 7% | 4%
CN(C)CCCN1C(=O)c2oc3ccc(F)cc3c(=O)c2C1c1cccnc1 (stereo unspecified) | 7% | 16% | -4 | -8% | -2.4 | 0% | 1% | 4%
O=c1cc(NCCc2ccccc2)c2ccccc2o1 | -13% | 10% | 7 | -2% | -0.8 | 24µM* | -21% | 1%
O=C(N/N=C/c1coc2ccccc2c1=O)c1cn(-c2ccccc2)nc1-c1ccccc1 | 42% | -11% | -16 | -29% | -0.2 | ? | 10% | -6%
COc1ccc(-c2oc3ccc(-c4cc(OC)c(OC)c(OC)c4)cc3c2-c2ccc(OC)cc2)cc1 | -13% | 15% | -1 | -1% | 0.2 | 0% | -3% | -6%
Cc1onc(-c2ccccc2)c1CNC(=O)Nc1ccc(C(F)(F)F)cc1 | -6% | -14% | 21 | 0% | 1.6 | 4% | -8% | -3%
CCOC(=O)C1=CNS(=O)(=O)NC1c1ccc(Br)cc1F (stereo unspecified) | -8% | -10% | 3 | -3% | 1.0 | -18% | -5% | -4%
O=C(Nc1cccc(-n2cccn2)c1)C1CCCN(Cc2cccc(F)c2F)C1 (stereo unspecified) | 14% | -16% | 5 | 0% | -1.0 | 3% | 3% | -18%
COc1ccc(Cl)cc1CSc1n[nH]c(C)n1 | 16% | 3% | . | 0% | 0.0 | -8% | 10% | 1%
Cc1cc(Br)c(NC(=O)CCNC(=O)OCc2ccccc2)cc1C | 10% | -26% | 3 | -12% | 0.3 | -6% | 4% | -1%
CCOC(=O)N1CCC(NC(=O)Cn2nc(-c3ccccc3)ccc2=O)CC1 | 17% | -2% | . | -14% | -2.3 | -2% | 26% | 7%
CC(=O)c1ccc(OCCCC(=O)NCCc2ccccc2)cc1 | 15% | 12% | -4 | 5% | 3.3 | -7% | 9% | -4%
O=C(Nc1cccc(O)c1)c1ccccc1 | 18% | 4% | . | -9% | -2.7 | -5% | 4% | 0%
CCN(C[C@H]1N[C@@](C)(C(=O)OC)[C@H]2C(=O)N(C)C(=O)[C@@H]12)C(=O)COC | -29% | 11% | -2 | -7% | 0.4 | -6% | 1% | 14%
O=C(N[C@H]1/C=C\[C@@H](O)CCCC1)OCc1ccccc1 | -20% | 2% | 2 | -4% | 0.2 | -5% | -19% | -28%
C[C@@H]1CN([C@H](C)CO)C(=O)c2cc(C#C[C@@H](C)O)cnc2O[C@H]1CN(C)C(=O)c1ccc(F)cc1 | -2% | 14% | 4 | -2% | -3.4 | -14% | -2% | 17%
CN(C)C(=C(C#N)C#N)N1CCN(c2ccc(Cl)cc2)CC1 | -5% | -8% | -2 | -2% | 0.0 | 30µM* | ? | -11%
CCOC(=O)C(=O)N1c2ccccc2C(N(C(=O)C(=O)OCC)c2ccccc2)CC1C (stereo unspecified) | 18% | 3% | 2 | -17% | -0.2 | -6% | 6% | 7%
Cc1cc(NC(=O)CSc2nc3ccccc3c(=O)n2CCCC(=O)NCc2ccco2)n[nH]1 | 20% | -3% | 0 | -8% | 1.6 | -6% | 8% | -4%
O=C(CCN1C(=O)c2ccccc2C1=O)Nc1cccc(S(=O)(=O)NC2=NCCC2)c1 | 6% | -15% | 0 | -11% | -1.3 | -3% | -9% | 14%
CCCCOc1ccc(Cl)cc1CSc1n[nH]c(C)n1 | -14% | -10% | . | 4% | -1.9 | -5% | 3% | 5%
CCC(=O)Nc1cccc(NC(=O)c2ccc3c(c2)OCO3)c1 | 9% | -3% | . | 3% | -2.2 | 1% | 3% | 0%
COc1ccccc1NS(=O)(=O)c1ccc(OC)c([N+](=O)[O-])c1 | 16% | ? | -17 | -10% | -0.3 | -14% | -8% | -9%
Additional records
SMILES | FUS suppressor | EPAC1 antag | PI5P4K alpha inh | WRN helicase inh | IL-2 act | PLK1 PBD block | Abeta rescue | EPAC1 ag
C[C@H](CO)N1C[C@H](C)[C@@H](CN(C)C(=O)Nc2ccc(C(F)(F)F)cc2)Oc2c(NC(=O)Nc3ccccc3)cccc2C1=O | ? | -11% | 12 | -7% | -0.5 | 4% | 8% | -30%
O=C(O)c1cccc2cccnc12 | -7% | 2% | -4 | 16% | -2.0 | -22% | -26% | -15%
O=C(c1cccc(S(=O)(=O)N2CCCCCC2)c1)N1CCN(c2ccccc2F)CC1 | 32% | -28% | 4 | 3% | 0.7 | -9% | 22% | 8%
Cc1sc2ncnc(N[C@@H](CCC(=O)O)C(=O)O)c2c1C | 4% | -8% | 1 | -8% | 0.1 | 2% | 4% | 0%
CC12CCC(C(=O)NC3CCCC3)(CC1=O)C2(C)C (stereo unspecified) | 28% | -8% | . | 0% | -1.1 | -11% | 6% | 0%
Cc1ccc(C2C(C#N)=C(N)N(N(C)C)C3=C2C(=O)CCC3)cc1 (stereo unspecified) | . | 1% | -1 | -2% | 1.9 | 2% | -13% | -3%
Cc1ccc(-c2nn(CCC(=O)NCC3CCCO3)c(=O)c3ccccc23)cc1 (stereo unspecified) | 16% | 3% | -4 | 10% | -0.8 | -11% | 1% | 1%
Cc1cc(NS(=O)(=O)c2ccc(NC(=S)NC(=O)c3ccccc3)cc2)no1 | . | -12% | -10 | -23% | -2.0 | -9% | 1% | 5%
COc1ccc(S(=O)(=O)N(C)C[C@H]2OCCCC[C@@H](C)Oc3ccc(NC(=O)CCC(F)(F)F)cc3C(=O)N([C@H](C)CO)C[C@@H]2C)cc1 | ? | -2% | 2 | -8% | -0.6 | -15% | 10% | 2%
C=CCn1c(-c2ccccc2)nc(=S)c2c1CC(C)(C)OC2 | 9% | 4% | -1 | -10% | -0.4 | -5% | 2% | 0%
Cc1ccc(S(=O)(=O)N2C(=O)c3cccc4cccc2c34)cc1 | -11% | ? | -3 | -8% | -1.5 | -14% | 1% | 3%
CCN1CCN(C(=O)c2ccc3c(c2)N(Cc2ccc(F)cc2)C(=O)c2ccccc2S3=O)CC1 (stereo unspecified) | -18% | -7% | 0 | 2% | -1.6 | -11% | 1% | -3%
O=C(O)C1C(c2ccccc2)C(C(=O)N2CCOCC2)C1c1ccccc1 (stereo unspecified) | 20% | 10% | . | 14% | -2.9 | -1% | -1% | -4%
Cc1cccc(N2CCN(C3CCCCC3NS(=O)(=O)c3ccccc3)CC2C)c1 (stereo unspecified) | 0% | -12% | 21 | -8% | -1.0 | -1% | 6% | -3%
COc1cc(S(=O)(=O)NC2CCCC2)c(OC)cc1C | -14% | 12% | 0 | 9% | 0.1 | -9% | -10% | -7%
CC1(C)C(=O)Nc2ccccc2N1C(=O)COc1ncnc2ccccc12 | 4% | 8% | 3 | -3% | 1.1 | -2% | -12% | 0%
C=CCn1c(SCc2ccc(C#N)cc2)nnc1-c1ccccc1 | 19% | 5% | . | -1% | 1.1 | -2% | -4% | -2%
CC(=NO)C1CCC2C3CCC4CC(=NO)CCC4(C)C3C(C)(O)CC12C (stereo unspecified) | . | 1% | 14 | 5% | -3.5 | -1% | -16% | 2%
Cc1nc2ccccc2n1C(C)c1nc2ccccc2n1CC(=O)c1ccc(OC(F)(F)F)cc1 (stereo unspecified) | -6% | 5% | 0 | -3% | -0.5 | -11% | 18% | -5%
CCN1CCN(CCCOc2ccc(-c3ccccc3)cc2)CC1 | -3% | 10% | . | 4% | -1.4 | -9% | -22% | 1%
COc1ccc(N2C(=O)c3ccccc3NC2c2ccc(NC(C)=O)cc2)c(OC)c1 (stereo unspecified) | 17% | 12% | -8 | 1% | 7.8 | -12% | -17% | 5%
CC1(C)C2CCC13CS(=O)(=O)N[C@@H]3C2 (stereo partly specified) | -11% | 8% | -9 | 9% | -2.8 | ? | 17% | -4%
CSc1nc2ccc3nc(NC(=O)c4ccccc4)sc3c2s1 | -13% | 0% | -2 | -14% | -1.0 | -12% | 12% | 3%

Gathered by group: the entries above containing fluorine (eleven)
SMILES | FUS suppressor | EPAC1 antag | PI5P4K alpha inh | WRN helicase inh | IL-2 act | PLK1 PBD block | Abeta rescue | EPAC1 ag
O=C(CN1CCCC1)Nc1cc(C(F)(F)F)ccc1Cl | 3% | 5% | 2 | 1% | -0.2 | -21% | 7% | 4%
CN(C)CCCN1C(=O)c2oc3ccc(F)cc3c(=O)c2C1c1cccnc1 (stereo unspecified) | 7% | 16% | -4 | -8% | -2.4 | 0% | 1% | 4%
Cc1onc(-c2ccccc2)c1CNC(=O)Nc1ccc(C(F)(F)F)cc1 | -6% | -14% | 21 | 0% | 1.6 | 4% | -8% | -3%
CCOC(=O)C1=CNS(=O)(=O)NC1c1ccc(Br)cc1F (stereo unspecified) | -8% | -10% | 3 | -3% | 1.0 | -18% | -5% | -4%
O=C(Nc1cccc(-n2cccn2)c1)C1CCCN(Cc2cccc(F)c2F)C1 (stereo unspecified) | 14% | -16% | 5 | 0% | -1.0 | 3% | 3% | -18%
C[C@@H]1CN([C@H](C)CO)C(=O)c2cc(C#C[C@@H](C)O)cnc2O[C@H]1CN(C)C(=O)c1ccc(F)cc1 | -2% | 14% | 4 | -2% | -3.4 | -14% | -2% | 17%
C[C@H](CO)N1C[C@H](C)[C@@H](CN(C)C(=O)Nc2ccc(C(F)(F)F)cc2)Oc2c(NC(=O)Nc3ccccc3)cccc2C1=O | ? | -11% | 12 | -7% | -0.5 | 4% | 8% | -30%
O=C(c1cccc(S(=O)(=O)N2CCCCCC2)c1)N1CCN(c2ccccc2F)CC1 | 32% | -28% | 4 | 3% | 0.7 | -9% | 22% | 8%
COc1ccc(S(=O)(=O)N(C)C[C@H]2OCCCC[C@@H](C)Oc3ccc(NC(=O)CCC(F)(F)F)cc3C(=O)N([C@H](C)CO)C[C@@H]2C)cc1 | ? | -2% | 2 | -8% | -0.6 | -15% | 10% | 2%
CCN1CCN(C(=O)c2ccc3c(c2)N(Cc2ccc(F)cc2)C(=O)c2ccccc2S3=O)CC1 (stereo unspecified) | -18% | -7% | 0 | 2% | -1.6 | -11% | 1% | -3%
Cc1nc2ccccc2n1C(C)c1nc2ccccc2n1CC(=O)c1ccc(OC(F)(F)F)cc1 (stereo unspecified) | -6% | 5% | 0 | -3% | -0.5 | -11% | 18% | -5%

Assay outcomes (PubChem BioAssay)
